GRK2 inh – human GRK2 inhibition via aptamer displacement. AID 488847. inhibition of aptamer binding, % at 10 µM. bead flow cytometry, FAM-aptamer displacement from GRK2. P25098. 0.59% of 330,000 active;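 active = inhibition of aptamer binding above 40%, roughly 3 SD of noise, on plates passing a quality check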;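 note: median bead fluorescence of bound FAM aptamer so fluorescent compounds give negative values; no value below 0 was filed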
MEP2-GFP yeast – yeast TOR pathway MEP2-GFP modulation. S. cerevisiae MEP2-GFP strain, flow cytometry GFP, 3 h; 100% = DMSO control level. GFP response vs DMSO, % at 10 µM. 0.51% of 330,000 active;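 active = GFP response versus DMSO above a set limit, roughly screen mean plus 3 SD, cut at about 180% in these data; inconclusive = fewer than 70 cells counted for a yeast strain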;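 note: median GFP fluorescence of the barcode-gated MEP2-GFP cells per well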
CIT2 TOR yeast – modulators of TOR pathway CIT2-GFP in S. cerevisiae; S. cerevisiae CIT2-GFP strain, flow cytometry, 3 h; 100 means same as DMSO wells; GFP response vs DMSO, % at 10 µM; 0.065% of 320,000 active; AID 2029;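 active = GFP response relative to DMSO above a set limit, near the screen mean plus 3 SD, cut at about 150% in these data; inconclusive = Fewer than 70 cells measured for a yeast strain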;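 note: ratio of well median GFP fluorescence to mean of DMSO wells on the plate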
AGP1 TOR yeast – modulators of TOR pathway AGP1-GFP in S. cerevisiae | S. cerevisiae AGP1-GFP multiplex flow cytometry, 3 h; GFP as percent of DMSO wells | GFP response vs DMSO, % at 10 µM | 0.02% of 320,000 active | AID 2066;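 active = GFP response relative to DMSO above a set limit, near screen average plus 3 SD, cut at about 150% in these data; inconclusive = fewer than 70 cells counted for the yeast strain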;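 note: median GFP channel fluorescence of the gated AGP1 strain per well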
RPL19A-GFP yeast – modulators of TOR pathway RPL19A-GFP in S. cerevisiae. 0.3% of 330,000 active. AID 2025. S. cerevisiae RPL19A-GFP strain, flow cytometry, 3 h; stronger effect = lower value. percent response vs DMSO, % at 10 µM;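 active = percent response vs DMSO below 50%; inconclusive = fewer than 70 events counted for the yeast strain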;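 note: median channel GFP fluorescence of the barcoded RPL19A-GFP strain; ratio of sample median GFP to plate DMSO average so 100% = DMSO; lower means less RPL19A-GFP as with rapamycin TOR inhibition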
VLA-4 inh – inhibition in a human VLA-4 binding assay; VLA-4 expressing cells, ligand binding flow cytometry; 0.2% of 330,000 active; P13612; inhibition, % (about 7 µM as worked out from the volumes in the protocol); in the data active = inhibition above about 50%
Target sequence (P13612 whole entry, looked up): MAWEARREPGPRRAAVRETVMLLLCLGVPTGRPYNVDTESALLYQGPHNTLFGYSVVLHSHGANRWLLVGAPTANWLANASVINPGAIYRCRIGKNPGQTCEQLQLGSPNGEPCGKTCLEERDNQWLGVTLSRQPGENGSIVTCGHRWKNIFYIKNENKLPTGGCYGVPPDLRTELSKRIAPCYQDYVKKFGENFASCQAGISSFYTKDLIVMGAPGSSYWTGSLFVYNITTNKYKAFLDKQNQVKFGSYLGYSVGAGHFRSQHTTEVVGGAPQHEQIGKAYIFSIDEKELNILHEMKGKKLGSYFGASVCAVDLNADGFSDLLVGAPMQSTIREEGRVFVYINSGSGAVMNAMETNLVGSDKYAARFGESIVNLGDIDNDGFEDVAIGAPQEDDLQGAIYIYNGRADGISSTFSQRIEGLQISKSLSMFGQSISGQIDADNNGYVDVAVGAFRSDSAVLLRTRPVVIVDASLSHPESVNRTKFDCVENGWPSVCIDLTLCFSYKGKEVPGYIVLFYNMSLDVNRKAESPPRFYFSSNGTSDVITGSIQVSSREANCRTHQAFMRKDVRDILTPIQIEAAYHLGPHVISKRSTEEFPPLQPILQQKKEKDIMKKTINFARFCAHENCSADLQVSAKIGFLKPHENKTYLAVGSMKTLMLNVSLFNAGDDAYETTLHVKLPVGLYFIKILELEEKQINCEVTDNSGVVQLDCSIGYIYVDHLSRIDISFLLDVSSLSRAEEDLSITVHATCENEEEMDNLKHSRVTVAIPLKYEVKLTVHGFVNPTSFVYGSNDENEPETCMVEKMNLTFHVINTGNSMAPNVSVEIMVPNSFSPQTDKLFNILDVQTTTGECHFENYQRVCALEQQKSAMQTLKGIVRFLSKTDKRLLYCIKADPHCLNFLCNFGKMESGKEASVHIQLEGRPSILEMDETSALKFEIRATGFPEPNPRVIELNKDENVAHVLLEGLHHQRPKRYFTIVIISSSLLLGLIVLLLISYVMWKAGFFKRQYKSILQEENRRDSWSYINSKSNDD
GASC-1 inh – human JMJD2C demethylase inhibition. Q9H3R0. GST-JMJD2C(1-420) H3K9me3 demethylation, DELFIA europium. inhibition, % at 2.35 µM. 0.069% of 330,000 active. AID 2099;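 active = more than half of a compound's replicate wells show inhibition beyond 50%, single wells judged on their own value; inconclusive = some, but no more than half, of replicates pass 50% inhibition; inactive = no replicate passes 50% inhibition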;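 note: signal counts dimethyl H3K9 product captured on neutravidin plate; 0% = median of DMSO wells and 100% = 0.3 times that DMSO median; strong numbers were not always called active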
LAP4-GFP MLPCN – alters LAP4-GFP fluorescence in TOR pathway yeast screen; AID 2023; 0.34% of 320,000 active; S. cerevisiae LAP4-GFP multiplex, flow cytometry GFP, 3 h; median GFP as percent of DMSO wells; GFP response vs DMSO, % at 10 µM;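 active = GFP response vs DMSO above a set limit, about the screen mean plus 3 SD, cut at about 150% in these data; inconclusive = under 70 cell events counted for the yeast strain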
Starred values were filed as active, the others as inactive; ? = inconclusive; / = no result given; & = joins results of further samples.

1. Cc1cccc(N2C(=O)c3cccc4c(N(C)CCO)ccc(c34)C2=O)c1
2. Cc1ccc2[nH]c(C)c(/C=N/Nc3nc4ccccc4s3)c2c1
3. CN(c1ccccc1)S(=O)(=O)c1ccc(Cl)c(C(=O)NCc2ccccc2CN2CCCC2)c1
4. CCSS(=O)(=O)c1cccc2cccnc12
5. COc1ccc(-c2oc3ncnc(NCCCO)c3c2-c2ccc(OC)cc2)cc1
6. CCOC(=O)c1c(C)c(C(=O)NCc2ccc3c(c2)OCO3)c(C)n1C
7. CCCC(=O)Nc1ccc2c(c1)nc(CN1CCN(C(=O)OCC)CC1)n2CC
8. CN(Cc1ccccc1)C(=O)COC(=O)c1ccc(Cl)c(N)c1
Compound,1,2,3,4,5,6,7,8
GRK2 inh,0,0,0,0,4,0,0,1
MEP2-GFP yeast,106,115,98,107,102,104,89,103
CIT2 TOR yeast,101,90,98,100,105,101,100,96
AGP1 TOR yeast,105,86,95,113,103,/,97,98
RPL19A-GFP yeast,101,86,96,98,105,105,109,98
VLA-4 inh,-62,3,5,-9,-15,2,26,5
GASC-1 inh,0,2,0,16,3,19,2,10
LAP4-GFP MLPCN,104,96,100,129,94,104,96,95

9. O=C(CNC(=O)c1ccc(Br)cc1)NC1=NCCS1
10. Cc1ccc(NC(=O)CN(C)CC(=O)Nc2ccccc2C(=O)Nc2ccccc2)cc1
11. O=C(COC(=O)Cc1c(F)cccc1Cl)NC(=O)Nc1ccccc1F
12. CSc1ncccc1C(=O)OC(C)C(=O)Nc1cccc(S(=O)(=O)N2CCOCC2)c1 (stereo not drawn)
13. Cc1nn(CC(C)C)c(=S)[nH]c1=O
14. CC1=C(C(N)=O)C(c2cccs2)NC(=S)N1 (stereo not drawn)
15. CCS(=O)(=O)c1ccc(O)c(NC(=O)Nc2ccccc2OC)c1
16. O=C(c1cccc(Cl)c1)N1CCn2c1nc1ccccc12
Compound,9,10,11,12,13,14,15,16
GRK2 inh,0,1,0,0,0,2,0,0
MEP2-GFP yeast,103,89,98,109,100,98,96,93
CIT2 TOR yeast,97,92,88,113,103,104,103,93
AGP1 TOR yeast,98,88,99,113,105,107,104,102
RPL19A-GFP yeast,109,96,97,109,103,98,97,96
VLA-4 inh,14,8,10,1,-4,4,0,-2
GASC-1 inh,-1,-14,9,-7,1,2,-1,4
LAP4-GFP MLPCN,90,90,101,107,105,93,101,111

Sorted by SMILES length (smallest number first): part of the list above.
9. O=C(CNC(=O)c1ccc(Br)cc1)NC1=NCCS1
10. Cc1ccc(NC(=O)CN(C)CC(=O)Nc2ccccc2C(=O)Nc2ccccc2)cc1
12. CSc1ncccc1C(=O)OC(C)C(=O)Nc1cccc(S(=O)(=O)N2CCOCC2)c1 (stereo not drawn)
Compound,9,10,12
GRK2 inh,0,1,0
MEP2-GFP yeast,103,89,109
CIT2 TOR yeast,97,92,113
AGP1 TOR yeast,98,88,113
RPL19A-GFP yeast,109,96,109
VLA-4 inh,14,8,1
GASC-1 inh,-1,-14,-7
LAP4-GFP MLPCN,90,90,107

Additional entries.
17. Cc1cccc(OCC(=O)OC(C)CN2CCCCC2)c1 (stereo not drawn)
18. O=C(OCC#CCSc1nnc(-c2cccc3ccccc23)o1)c1ccc(F)cc1
19. Cc1ccc(CNS(=O)(=O)c2ccc3c(c2)NC(=O)CO3)cc1
20. CCc1cccc(C)c1NC(=S)N1CCCCC1c1cccnc1 (stereo not drawn)
21. CSCCC(NC(=O)c1ccccc1Cl)C(=O)NCC(c1ccco1)N1CCCCC1 (stereo not drawn)
22. c1ccc2c(CNc3ccc(CNc4ncn[nH]4)cc3)cccc2c1
23. O=C(c1ccc2c(c1)OCO2)C1CCCN(Cc2cc(F)ccc2-n2cccn2)C1 (stereo not drawn)
24. CCCCC(=O)Nc1ccc(N2CCN(C(=O)CC)CC2)cc1
Compound,17,18,19,20,21,22,23,24
GRK2 inh,0,0,0,0,0,0,0,6
MEP2-GFP yeast,103,106,112,100,105,92,97,106
CIT2 TOR yeast,96,104,108,86,98,99,98,103
AGP1 TOR yeast,98,111,104,84,108,90,101,112
RPL19A-GFP yeast,99,108,103,92,99,90,97,104
VLA-4 inh,7,-1,13,2,2,-8,-1,6
GASC-1 inh,-1,/,11,1,-3,18,21,9
LAP4-GFP MLPCN,100,113,92,95,100,90,100,101

25. COc1ccc(NC(=O)CN2C(=O)CSC2=O)cc1
26. COc1cc(OC)c(NC(=O)c2sc3ncn(CC(=O)N4CCOCC4)c(=O)c3c2C)cc1Cl
27. CC(C)[C@H](NS(=O)(=O)c1ccc(Cl)cc1)C(=O)OCC(=O)NCCN1C(=O)CSC1=O
28. CSc1ccc(-c2nc(CSCC(=O)NC3CC3)c(C)o2)cc1
29. COc1cc(-c2cc(C(=O)Nc3cccc(S(=O)(=O)N(C)C)c3)c3ccccc3n2)cc(OC)c1OC
30. O=C(NC12CC3CC(CC(C3)C1)C2)c1cc2nc(-c3ccco3)cc(C(F)(F)F)n2n1
31. CC1CN(C(=O)CCC(=O)NCCCN2CCC(Cc3ccccc3)CC2)c2cc(Cl)ccc2O1 (stereo not drawn)
32. O=C(CCc1nnc(COc2ccccc2)o1)NCCc1cccs1
Compound,25,26,27,28,29,30,31,32
GRK2 inh,1,0,0,3,1,1,0,1
MEP2-GFP yeast,102,108,91,93,104,101,94,103
CIT2 TOR yeast,97,109,84,91,97,99,97,108
AGP1 TOR yeast,105,109,95,91,90,89,103,102
RPL19A-GFP yeast,102,106,96,96,94,99,95,104
VLA-4 inh,7,0,0,16,-19,-5,15,9
GASC-1 inh,-2,1,5,-7,0,0,3,5
LAP4-GFP MLPCN,113,111,98,103,92,93,97,102

33. COCCC(=O)N1CCC(Oc2ccc(C(=O)N3CCCC(OC)C3)cc2)CC1 (stereo not drawn)
34. CC(=O)N(CCc1cccc(C)c1)Cc1cc2ccc(C)cc2[nH]c1=O
35. COc1ccc(CN(CC2CCCO2)S(=O)(=O)c2ccc(C(=O)O)cc2)cc1OC (stereo not drawn)
36. CCN1CCN(C(c2cccs2)C(C)NC(=S)Nc2cccc(C)c2C)CC1 (stereo not drawn)
37. CCCCCn1c(SCC#N)nc2cc(C(=O)NCC3CCCO3)ccc2c1=O (stereo not drawn)
38. Cc1ccc(NC(=O)C2CCC(CNc3c(N4CCC(C)CC4)c(=O)c3=O)CC2)cc1F (stereo not drawn)
39. CC(C)c1nc2ccc(C(=O)O)cc2[nH]1
40. CCOC(=O)N1CCN(C(=O)COC(=O)c2cccc(C)c2[N+](=O)[O-])CC1
Compound,33,34,35,36,37,38,39,40
GRK2 inh,0,0,0,0,0,0,0,3
MEP2-GFP yeast,112,105,98,100,100,96,104,105
CIT2 TOR yeast,122,100,99,98,102,89,106,108
AGP1 TOR yeast,106,100,98,107,101,99,108,114
RPL19A-GFP yeast,104,102,98,94,106,100,101,103
VLA-4 inh,-9,13,1,-2,15,1,-7,-5
GASC-1 inh,-5,-6,8,2,7,-14,-1,/
LAP4-GFP MLPCN,88,94,96,118,102,95,100,105

41. O=C(Nc1ccccc1)c1sc(Cl)nc1-c1ccccc1
42. CC(C)OP(=O)(OC(C)C)C1(NS(=O)(=O)c2ccc(Cl)cc2)C=C(Cl)C(=O)C(Cl)=C1
43. COc1ccc(C2CC(O)(c3ccccc3)Oc3c(C)ccc(C)c32)cc1 (stereo not drawn)
44. O=C(Nc1ccc(S(=O)(=O)N2CCOCC2)cc1)c1ccc2c(c1)S(=O)(=O)c1ccccc1C2=O
45. c1ccc2c(c1)nc1n2CCS1
46. O=C(Nc1ccccc1N1CCCC1)C1CCN(C(=O)c2ccc(Cl)cc2)CC1
47. Cc1ccc(C(=O)N2CC(C(=O)O)C2)cc1
48. O=C(Nc1ccc(C(=O)O)cc1)/C(=C\c1ccc2c(c1)OCO2)NC(=O)c1ccccc1
Compound,41,42,43,44,45,46,47,48
GRK2 inh,1,11,0,0,0,0,0,1
MEP2-GFP yeast,96,96,92,107,102,96,99,110
CIT2 TOR yeast,88,86,96,111,103,83,103,/
AGP1 TOR yeast,92,94,98,112,107,111,105,101
RPL19A-GFP yeast,99,96,94,96,98,97,97,87
VLA-4 inh,-8,-4,19,4,-3,12,6,-2
GASC-1 inh,-7,-10,1,-17,1,56,16,10
LAP4-GFP MLPCN,99,97,97,111,95,105,96,93

Next part, overlapping the part above by 4 compounds.
45. c1ccc2c(c1)nc1n2CCS1
46. O=C(Nc1ccccc1N1CCCC1)C1CCN(C(=O)c2ccc(Cl)cc2)CC1
47. Cc1ccc(C(=O)N2CC(C(=O)O)C2)cc1
48. O=C(Nc1ccc(C(=O)O)cc1)/C(=C\c1ccc2c(c1)OCO2)NC(=O)c1ccccc1
49. O=C(N/N=C/c1ccc(OCc2ccccc2)cc1)c1ccncc1
50. CCC/C(C(=O)NCCO)=C1/c2ccccc2C(=O)N1c1ccccc1
51. CCOC(=O)CNC(=O)c1cnc(Nc2ccccc2OC)c2ccccc12
52. Cc1cccc(NC(=O)Nc2ccc(Br)cc2)n1
53. CCOC(=O)C1=C(CSc2nc(-c3ccncc3)ccc2C#N)OC(N)=C(C#N)C1c1cccnc1 (stereo not drawn)
54. COc1ccc(NC(=O)CCS(=O)(=O)c2ccccc2)c(OC)c1
55. O=C(COc1ccccc1C(=O)O)Nc1ccc(SC(F)F)cc1
56. Cc1cc(OCCCC(=O)NNC(=O)c2ccncc2)ccc1Cl
Compound,45,46,47,48,49,50,51,52,53,54,55,56
GRK2 inh,0,0,0,1,0,0,3,0,1,2,1,3
MEP2-GFP yeast,102,96,99,110,105,101,108,116,?,96,117,91
CIT2 TOR yeast,103,83,103,/,92,100,106,97,?,97,92,85
AGP1 TOR yeast,107,111,105,101,91,100,104,106,?,96,97,76
RPL19A-GFP yeast,98,97,97,87,99,96,105,99,?,93,114,95
VLA-4 inh,-3,12,6,-2,7,13,7,-2,8,14,3,9
GASC-1 inh,1,56,16,10,-4,/,2,9,-7&39,-1,-2,-5
LAP4-GFP MLPCN,95,105,96,93,94,99,95,115,?,94,102,67

57. O=C(CSc1nc(-c2ccco2)cc(C(F)(F)F)n1)NN1CCOCC1
58. CNC(=S)NC(CC(=O)OC)c1ccc2c(c1)OCO2 (stereo not drawn)
59. COCCNC(=O)c1onc(CSc2ccccc2F)c1C(=O)O
60. Cc1ccc(C)c(-n2c(Cc3cccs3)n[nH]c2=S)c1
61. Cc1cc(=O)cc(C)n1-c1ccc(O)cc1
62. O=C(Oc1ccc(-c2nnco2)cc1)N(c1ccccc1)c1ccccc1
63. CSc1ccc(/C=C(/NC(=O)c2ccco2)C(=O)NCc2ccco2)cc1
64. Cc1cc(C)n2nc(SCc3cccc(S(=O)(=O)N(C)C)c3)nc2n1
65. CCOc1ccc2nc(NC(=O)C3CCN(C(=O)c4ccco4)CC3)sc2c1
66. Clc1ccccc1Cc1noc(CN2CCCCC2CCc2ccccn2)n1 (stereo not drawn)
67. O=C(CSc1nc(-c2ccccc2)c(-c2ccccc2)[nH]1)NCCN1C(=O)CSC1=O
Compound,57,58,59,60,61,62,63,64,65,66,67
GRK2 inh,1,0,0,0,2,0,2,0,3,1,0
MEP2-GFP yeast,98,99,86,102,98,105,93,102,100,107,104
CIT2 TOR yeast,95,103,100,96,108,91,95,115,95,102,98
AGP1 TOR yeast,95,100,84,103,103,97,88,103,103,101,102
RPL19A-GFP yeast,93,100,102,103,102,103,104,102,96,101,105
VLA-4 inh,8,-2,1,-2,2,7,13,-4,4,-3,9
GASC-1 inh,-12,-6,2,1,0,-1,5,9,10,14,-1
LAP4-GFP MLPCN,93,93,103,93,102,111,65,99,93,98,96

Screening results from PubChem.
